Screens (PubChem BioAssay)
phage Ecoli inh: E. coli growth loss with phage present; growth absorbance; inhibition, % at 11.9 µM; actives 0.26% (n = 360,000); AID 651602; in the data active = inhibition above about 11%
PKA-R2B act: activators of human PKA-R2B complex | P22694+P31323 | PKA-R2B holoenzyme dissociation, Cy5-IP20 fluorescence polarization; R2B truncated from residue 108, S112A mutant; 0% DMSO only, 100% 113 µM cGMP | activation, % at 11.4 µM | actives 0.079% (n = 340,000);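 active = activation above a cutoff set at the mean over all compounds plus 3 SD, cut at about 18% in these data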;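 also: higher means more holoenzyme dissociation and a rise in polarization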
Target sequence (P31323 whole entry, looked up, other chains not shown, the tested form may be a part): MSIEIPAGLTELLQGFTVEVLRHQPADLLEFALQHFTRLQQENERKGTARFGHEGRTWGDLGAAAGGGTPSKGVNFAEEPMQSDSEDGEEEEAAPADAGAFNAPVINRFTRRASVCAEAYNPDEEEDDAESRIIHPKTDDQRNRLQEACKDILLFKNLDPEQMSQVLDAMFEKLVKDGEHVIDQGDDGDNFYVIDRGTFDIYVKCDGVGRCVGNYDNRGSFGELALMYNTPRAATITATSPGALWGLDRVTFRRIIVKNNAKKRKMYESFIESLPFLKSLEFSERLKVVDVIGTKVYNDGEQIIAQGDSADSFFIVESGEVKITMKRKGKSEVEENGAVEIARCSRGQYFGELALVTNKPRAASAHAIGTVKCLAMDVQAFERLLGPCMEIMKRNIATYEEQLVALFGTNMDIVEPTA
PKA-R1A activ: PKA-R1A complex activation; activation, % at 11.4 µM; actives 0.083% (n = 340,000); PKA-R1A dissociation, Cy5-IP20 fluorescence polarization; scaled: DMSO 0%, 113 µM cGMP 100%; AID 504707; P00514+P68181;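 active = percent activation above the mean of all tested compounds plus 3 SD, cut at about 19% in these data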;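 also: higher means more PKAc released from R1A so a rise in polarization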
Active calls of the source: *.

SMILES	phage Ecoli inh	PKA-R2B act	PKA-R1A activ
C[C@H]1CN([C@@H](C)CO)C(=O)c2cc(C3=CCCC3)cnc2O[C@@H]1CN(C)C(=O)c1ccncc1	-0.4	-1	-6
COc1cccc(-n2cc(CN(C)C(=O)C3CCC(=O)N(C4CC4)C3)cn2)c1 (stereo not drawn)	3.0	-13	-11
C[C@@H]1CN([C@@H](C)CO)C(=O)CCCn2nncc2CO[C@H]1CN(C)C(=O)Nc1ccnc(N2CCOCC2)c1	0.9	10	4
COc1ccccc1N(C)S(=O)(=O)c1ccc(C(=O)N(C)Cc2cccc(OC)c2OC)cc1	-0.2	-6	6
CCCCCCN1C[C@H](O)[C@@H](n2cc(C3CC3)nn2)C[C@@H]1c1ccc(C)cc1	3.2	3	-6
N#Cc1nccc2ccc(OCc3ccc(Br)cc3)cc12	4.7	5	2
COc1ccccc1Cn1c(=O)oc2ccccc21	2.9	4	0
O=C(O)c1ccccc1C(=O)Nc1ccc(Nc2ccccc2)cc1	-1.4	1	0
CC(=O)OC1CCC2(C)C(CCC3C4CC=C(C(C)=O)C4(C)OC(=O)CC32)C1 (stereo not drawn)	-1.8	-6	-10
O=C(OCc1cn([C@@H]2C[C@H](c3ccccc3)N(Cc3cccs3)C[C@H]2O)nn1)c1ccccc1	3.2	-4	3
Cc1ccc([C@H]2C[C@H](O)[C@@H](n3cc(-c4ccc(F)cc4)nn3)CN2C(=O)C2CCCCC2)cc1	0.9	8	9
Cc1cc(C)c(NC(=O)COC(=O)C2=COCCO2)c(C)c1	3.8	-9	-2
Cc1ccc([C@H]2C[C@@H](O)[C@H](n3cc(COC(=O)c4ccccc4)nn3)CN2C(=O)c2cccs2)cc1	1.4	-8	-3
C=CCCC(=O)N1C[C@H]2CON(C)[C@H]2C[C@H]1c1cccc(Oc2ccccc2)c1	1.0	4	4
CCN(CC)C(=O)C1=C(C)N(Cc2ccc(F)cc2)C(=O)C(CC(=O)NCCCN(C)C)C1 (stereo not drawn)	-0.9	-6	-14
O=c1c(-c2ccccc2)cocc1-c1ccccc1	2.4	2	3
Cc1onc(-c2ccccc2)c1C(=O)OCC(=O)c1ccc(F)cc1	3.0	-4	3
C[C@H](CO)N1C[C@H](C)[C@@H](CN(C)C(=O)CC2CC2)Oc2cc(Br)ccc2S1(=O)=O	0.9	-6	-11
COc1ccc(S(=O)(=O)NCc2cccnc2)c(Cl)c1Cl	2.9	2	-7
C[C@H]1CN([C@@H](C)CO)C(=O)CCCn2nncc2CO[C@@H]1CN(C)S(=O)(=O)c1ccc(Oc2ccccc2)nc1	2.9	1	0
O=C(Nc1c2c(nn1-c1ccccc1)CS(=O)(=O)C2)C1CC1	3.7	-6	4
Cc1ccn2c(=O)c(NC(=O)c3ccc4c(c3)OCO4)c(C)nc2c1	0.3	11	5
CCN(CC)Cc1c(C)[nH]c2ccc(NC(C)=O)cc2c1=O	2.4	-4	-2
CCc1c(C)c(C#N)c2nc3ccccc3n2c1NCCCN(C)C	3.3	7	1
O=C(O)CN1C(=O)C=CC1=O	0.3	6	-2

Compound profiles, as listed above. Values in the order: phage Ecoli inh	PKA-R2B act	PKA-R1A activ
COc1cccc(-n2cc(CN(C)C(=O)C3CCC(=O)N(C4CC4)C3)cn2)c1 (stereo not drawn) as listed: 3.0	-13	-11
C[C@@H]1CN([C@@H](C)CO)C(=O)CCCn2nncc2CO[C@H]1CN(C)C(=O)Nc1ccnc(N2CCOCC2)c1 as listed: 0.9	10	4
C=CCCC(=O)N1C[C@H]2CON(C)[C@H]2C[C@H]1c1cccc(Oc2ccccc2)c1 as listed: 1.0	4	4
N#Cc1nccc2ccc(OCc3ccc(Br)cc3)cc12 as listed: 4.7	5	2

Continued:
SMILES	phage Ecoli inh	PKA-R2B act	PKA-R1A activ
COc1ccc(-n2ncc(C(C)NS(=O)(=O)c3cc(C)sc3C)c2C)cc1 (stereo not drawn)	0.2	-11	-10
Nc1ncnn1Cc1ccccc1	5.2	5	7
O=C1[C@H]2[C@@H](c3ccccc3)N[C@]3(CCCN(CC4CCCCC4)C3=O)[C@H]2C(=O)N1Cc1ccccc1	0.1	-6	-11
Cc1ccc(S(=O)(=O)NC(CC(=O)OCc2ccccc2)C(=O)OCc2ccccc2)cc1 (stereo not drawn)	0.0	-12	12
CCOc1ccc(/C=N/Nc2cc(N3CCOCC3)ncn2)c(O)c1	-0.5	3	0
O=C(OCC(=O)c1c[nH]c2ccccc12)c1ccc(F)c(S(=O)(=O)N2CCOCC2)c1	2.0	-8	-4
CC(C)CC1C(=O)N(Cc2cn(CCC3OCCCO3)nn2)CCS(=O)(=O)N1Cc1ccc(-c2ccc(Cl)nc2)cc1 (stereo not drawn)	2.3	-5	-1
CCSC1C(=O)N(C)C(SCC)C(=O)N1C (stereo not drawn)	2.5	4	13
O=C(Cc1csc(-c2cccc(F)c2)n1)Nc1cccc(S(=O)(=O)NC2=NCCC2)c1	3.9	2	9
O=C(CCS(=O)(=O)c1ccc(F)cc1)Nc1nccs1	3.7	-5	-2
O=C(OCc1cn([C@@H]2CN(C(=O)c3cccs3)[C@@H](c3ccccc3)C[C@H]2O)nn1)c1ccccc1	4.5	4	5
Cc1ccc(Cc2c(-c3ccc(C)cc3)nc3cc(C)ccn23)cc1	-1.0	-6	-9
O=C(Nc1ccc(-c2ccco2)cc1)C1CCCN(Cc2ccco2)C1 (stereo not drawn)	1.1	-3	-6
COc1ccccc1NC(=O)C(CC(=O)O)Cc1cc(C)cc(C)c1 (stereo not drawn)	1.2	6	9
Cc1c(N2CCCCC2)[nH]c2ccccc12	2.1	-3	-3
Cc1ccc(OC(=O)N(C)C[C@@H]2OCc3cn(nn3)CCCC(=O)N([C@H](C)CO)C[C@H]2C)cc1	3.5	-3	-4
COc1ccc([C@H]2C[C@H](n3cc(-c4ccc(F)cc4)nn3)[C@@H](O)CN2Cc2cccs2)cc1	2.4	-1	1
COc1ccc(C(C#N)CC(=O)c2ccc(OCc3ccccc3)c(OC)c2)cc1OC (stereo not drawn)	1.2	4	5
NS(=O)(=O)c1ccc(CCNC(=O)CSc2nc3c(sc(=S)n3-c3ccccc3)c(=O)[nH]2)cc1	2.1	-5	7
C[C@@H]1CN([C@H](C)CO)C(=O)CCCn2cc(nn2)CO[C@H]1CN(C)C(=O)Nc1ccc(-c2cccs2)cc1	1.6	1	4
Cc1cc(NC(=O)c2cc3cc([N+](=O)[O-])ccc3s2)no1	0.6	-9	7
O=C(NCc1ccccc1C(F)(F)F)c1cccc2c1C(=O)c1ccc(N3CCC(N4CCCCC4)CC3)cc1S2(=O)=O	-0.3	4	13
COc1ccc(OC)c(N(CCN2C(=O)c3ccccc3C2=O)C(=O)C2CCC(=O)C2C)c1 (stereo not drawn)	0.8	-1	-6
CCc1ccc(C(C#N)=CC=Cc2ccccc2)cc1	0.4	-1	-2
COc1cccc(C(=O)NC2CC3CCCC(C2)N3Cc2ccc(F)cc2)c1 (stereo not drawn)	0.8	-1	-10

Carrying on.
SMILES	phage Ecoli inh	PKA-R2B act	PKA-R1A activ
CCOC(=O)C1CCN(C(=O)c2ccc3c(=O)n4nc(Nc5ccccc5CC)sc4nc3c2)CC1	1.8	1	-1
CCCCCCCCSC1=CC(=O)C(OC)=C(OC)C1=O	2.6	4	-2
COc1ccccc1CNC(=O)COC(=O)Cn1cnc2c1c(=O)n(C)c(=O)n2C	1.1	4	5
O=C(OCc1ccccc1F)c1cc(S(=O)(=O)N2CCCCC2)ccc1N1CCOCC1	3.2	-8	-2
CC(C)COC(=O)N(C)C[C@H]1OCc2cnnn2CCCC(=O)N([C@@H](C)CO)C[C@H]1C	5.7	1	-11
O=C(Nc1ccc(-c2nc3ccccc3[nH]2)cc1)C1CCCN(Cc2ccn[nH]2)C1 (stereo not drawn)	0.9	5	5
Cc1cccc(-n2ncc3c2CCCC3NC(=O)c2ccncc2)c1C (stereo not drawn)	-0.1	-5	-6
Cc1ccc(OCC(=O)Nc2ccc3c(c2)nc(CCN2CCCC2)n3C)cc1	3.4	-5	-6
CN(C(=O)COC(=O)c1ccc(S(=O)(=O)N2CCCCCC2)cc1)c1ccccc1	1.6	0	-7
CCOC=C1SC(=S)N(c2ccccc2OC)C1=O	2.2	2	-6
Cc1ccc(SCc2c(C(=O)N/N=C/c3ccco3)nnn2-c2nonc2N)cc1	0.2	0	9
COc1ccc(NC(=O)N(C)C[C@@H]2OCc3ccccc3-c3c(n(C)c4ccccc34)C(=O)N([C@H](C)CO)C[C@H]2C)c(OC)c1	2.5	-5	-3
C#CCN(C[C@H]1[C@H](OC(=O)NC2CC2)[C@H](OC(=O)NC2CC2)C[C@@H](C(=O)OC)[C@H]1C(=O)OC)S(=O)(=O)c1ccc(C)cc1	2.1	-1	-4
Cc1cnc(C2OCCO2)c2cccc([N+](=O)[O-])c12	1.4	6	-1
Cc1ccc(Cc2c(-c3ccc(C)cc3)nc3ccc(Cl)cn23)cc1	1.5	-11	-6
Cn1c(=O)c(=O)n(C)c2cc(S(=O)(=O)CCC(=O)Nc3ccccc3C(F)(F)F)ccc21	2.7	0	-1
COc1cccc(NC(=O)N(C)C[C@@H]2Oc3cc(Br)ccc3S(=O)(=O)N([C@@H](C)CO)C[C@H]2C)c1	1.4	-4	-7
O=C(Nc1cccc(C(F)(F)F)c1)C1CC(=O)N(Cc2ccco2)C1 (stereo not drawn)	2.0	2	6
COc1ccc(-c2cc3nc(C)cc(N4CCN(C(=O)c5ccoc5)CC4)n3n2)cc1	2.3	-12	4
C[C@H](CO)N1C[C@H](C)[C@@H](CN(C)Cc2ccccc2)OCc2cnnn2CCCC1=O	1.3	1	-9
CCCn1nc(C(=O)Nc2cccc(S(=O)(=O)N3CCOCC3)c2)c2ccccc2c1=O	1.2	-9	2
Cc1ncc(C(O)c2ccc(N(C)C)cc2)n1Cc1ccccc1 (stereo not drawn)	2.5	-2	-2
Cc1cc(C)n2nc(C(=O)OCC(=O)Nc3ccc(Cl)cc3)nc2n1	0.2	1	5
COc1ccc(CC(Cc2ccc(OC)c(OC)c2)NC=O)cc1OC	1.1	-7	-5
O=C(COC(=O)/C=C/c1ccccc1)NCc1ccco1	1.4	-6	-6

By substructure: those above containing a Cl atom (four)
SMILES	phage Ecoli inh	PKA-R2B act	PKA-R1A activ
COc1ccc(S(=O)(=O)NCc2cccnc2)c(Cl)c1Cl	2.9	2	-7
CC(C)CC1C(=O)N(Cc2cn(CCC3OCCCO3)nn2)CCS(=O)(=O)N1Cc1ccc(-c2ccc(Cl)nc2)cc1 (stereo not drawn)	2.3	-5	-1
Cc1ccc(Cc2c(-c3ccc(C)cc3)nc3ccc(Cl)cn23)cc1	1.5	-11	-6
Cc1cc(C)n2nc(C(=O)OCC(=O)Nc3ccc(Cl)cc3)nc2n1	0.2	1	5

Next section.
SMILES	phage Ecoli inh	PKA-R2B act	PKA-R1A activ
Cc1cc(C)c(NS(=O)(=O)c2ccc3c(c2)oc(=O)n3C)c(C)c1	3.1	3	9
O=C(NC(=S)Nc1cccnc1)c1cccc(Cl)c1	2.3	2	8
COc1cccc(C2CC(=O)Nc3cc(C)c(C)cc32)c1 (stereo not drawn)	0.8	-6	1
Cc1ccn2c(Cc3ccccc3)c(-c3ccc(F)cc3)nc2c1	0.1	2	-1
CCn1c(SCC(=O)N(C)c2c(N)n(Cc3ccccc3)c(=O)[nH]c2=O)nnc1-c1cccs1	4.8	2	10
COc1cccc(/C=C/C(=O)OCC(=O)NC2CCCCCC2)c1	3.7	0	-12
CCN(CC)S(=O)(=O)c1ccc(C(=O)NC(=S)N2CCN(c3ccccc3O)CC2)cc1	1.1	9	0
C[C@@H]1CN([C@@H](C)CO)S(=O)(=O)c2ccc(-c3cccc(C#N)c3)cc2O[C@@H]1CN(C)C(=O)c1ccc(F)cc1	3.0	4	-8
O=C(CSc1nnc2n1CCCCC2)NCc1ccccc1	2.9	-1	-6
CC1=C(C(=O)N(C)C)CC(CC(=O)NCCCCc2ccccc2)C(=O)N1Cc1ccc(C(C)(C)C)cc1 (stereo not drawn)	-1.4	1	0
Cc1cccc(NC(=O)c2ncn3c2C(=O)NC[C@@H]3C)c1	2.3	1	-2
CC(=NNC(=S)Nc1ccccc1)c1ccccn1	16*	-4	-4
C[C@H](CO)N1C[C@H](C)[C@@H](CN(C)C(=O)C2CCOCC2)Oc2ncc(Br)cc2C1=O	0.6	3	-5
OC(CNC1CCCCC1)CON=C1CCSc2c(Cl)cccc21 (stereo not drawn)	4.6	10	5
CCCOc1ccccc1NC(=O)/C=C/c1ccc(OC)c(S(=O)(=O)N2CCOCC2)c1	-2.8	1	-2
CC(C)NC(=O)N(C)C[C@H]1Oc2cc(C#Cc3ccc(F)cc3)ccc2S(=O)(=O)N([C@H](C)CO)C[C@H]1C	0.2	11	2
C[C@@H]1CN([C@H](C)CO)C(=O)CCCn2nncc2CO[C@H]1CN(C)C(=O)Nc1cccc2ccccc12	2.4	2	0
Cc1ccc(NC(=O)c2ccco2)cc1	3.0	4	-4
COc1ccc(CN(C)C(=O)C(Cc2ccccc2)NC(=O)c2ccccc2)c(OC)c1OC (stereo not drawn)	0.8	5	3
CCCCCCN1C[C@@H](O)[C@H](n2cc(COC(=O)c3ccccc3)nn2)C[C@@H]1c1ccc(C)cc1	2.6	-16	-3
O=C1NC(=O)C2(CCCc3c([N+](=O)[O-])cccc32)N1 (stereo not drawn)	2.5	3	8
NC(=O)C1CCN(C(=O)c2ccc(NS(=O)(=O)/C=C/c3ccccc3)cc2)CC1	3.6	1	4

Some entries already given, showing only PKA-R1A activ and phage Ecoli inh:
| canonical_smiles | PKA-R1A activ | phage Ecoli inh |
| --- | --- | --- |
| COc1ccc(CN(C)C(=O)C(Cc2ccccc2)NC(=O)c2ccccc2)c(OC)c1OC (stereo not drawn) | 3 | 0.8 |
| CCCCCCN1C[C@@H](O)[C@H](n2cc(COC(=O)c3ccccc3)nn2)C[C@@H]1c1ccc(C)cc1 | -3 | 2.6 |

Not all compounds are listed; rates above refer to the full screens.
